TRHR ag = TRH receptor (human) agonism. TRHR cells, calcium flux fluo-8, FDSS agonist mode. activation, % at 2 µM. hit rate 0.18% among 360,000. AID 493084; in the data active means activation above about 30%; further: 0% is about no effect
Target sequence (P34981 whole entry, looked up): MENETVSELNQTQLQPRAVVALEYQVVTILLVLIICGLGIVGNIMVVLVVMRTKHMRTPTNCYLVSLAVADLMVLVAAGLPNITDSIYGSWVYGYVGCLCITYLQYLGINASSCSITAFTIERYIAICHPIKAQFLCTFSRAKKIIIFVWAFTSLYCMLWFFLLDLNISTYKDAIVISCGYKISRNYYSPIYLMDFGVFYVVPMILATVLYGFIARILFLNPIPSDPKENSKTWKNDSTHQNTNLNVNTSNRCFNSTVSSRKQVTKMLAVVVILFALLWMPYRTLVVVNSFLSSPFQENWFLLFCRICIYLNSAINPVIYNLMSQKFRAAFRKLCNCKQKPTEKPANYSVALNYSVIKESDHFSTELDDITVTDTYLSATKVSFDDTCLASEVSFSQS
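In this calcium-flux screen, cells bearing human TRHR are dye-loaded with fluo-8, baselined for 10 cycles, then exposed to library compounds; positive kinetic calcium responses during the agonist phase mark hits, with TRH as control.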
Pin1 inhibitor = blocks the human prolyl isomerase Pin1. Q13526. Pin1 FP peptide displacement, HiFluor488, 10 min. Potency, µM (titrated, usually from 115 µM), inactives show top-dose activity, negative = inhibition, hits mostly inhibitors. hit rate 0.009% among 390,000. AID 504891; active means well fitted inhibition curve with a large enough effect in the polarisation, with a control signal flat, not every such curve was filed as active; inconclusive means small, poorly fitted or top-dose-only effect, or effect the other way, or a change in a side signal; inactive means no such curve, though single readings can be large or run the other way; the % refers to the polarisation; further: potency means the concentration at half of the fitted maximal effect; on the % scale 0 is the no-effect control and ±100 the full control effect
USP1 inh = USP1/UAF1 (human) deubiquitinase inhibition; AID 743255; O94782; recombinant USP1/UAF1, Ub-Rhodamine cleavage fluorescence; hit rate 0.23% among 390,000; Potency, µM (doses to about 57.1 µM), for inactives: at the top dose activity change, negative = inhibition, actives largely listed as inhibitors; further: potency means the concentration at half of the fitted maximal effect; on the % scale 0 is the no-effect control and ±100 the full control effect; nearly all actives have a fitted effect of over 60% in size; inactives centre near -12
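1 nM enzyme complex + cpd, 15 min RT; start with Ub-Rho 150nM final; kinetic fluorescence ex 480/em 540, 6 reads q60 s. Buffer 50mM HEPES pH 7.8, 0.5mM EDTA, 0.1 mg/ml BSA, 1mM TCEP, 0.01% Tween-20.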
TrxR1 inh = inhibitors of rat thioredoxin reductase 1 | recombinant rTrxR1, NADPH fluorescence consumption, selenite substrate | Potency, µM (series often up to 114 µM), for inactives: at the highest dose activity change, negative = inhibition, actives largely listed as inhibitors | hit rate 1% among 390,000; further: potency means the concentration at half of the fitted maximal effect; on the % scale 0 is the no-effect control and ±100 the full control effect; nearly all actives have a fitted effect of over 65% in size
Target sequence (O89049 whole entry, looked up): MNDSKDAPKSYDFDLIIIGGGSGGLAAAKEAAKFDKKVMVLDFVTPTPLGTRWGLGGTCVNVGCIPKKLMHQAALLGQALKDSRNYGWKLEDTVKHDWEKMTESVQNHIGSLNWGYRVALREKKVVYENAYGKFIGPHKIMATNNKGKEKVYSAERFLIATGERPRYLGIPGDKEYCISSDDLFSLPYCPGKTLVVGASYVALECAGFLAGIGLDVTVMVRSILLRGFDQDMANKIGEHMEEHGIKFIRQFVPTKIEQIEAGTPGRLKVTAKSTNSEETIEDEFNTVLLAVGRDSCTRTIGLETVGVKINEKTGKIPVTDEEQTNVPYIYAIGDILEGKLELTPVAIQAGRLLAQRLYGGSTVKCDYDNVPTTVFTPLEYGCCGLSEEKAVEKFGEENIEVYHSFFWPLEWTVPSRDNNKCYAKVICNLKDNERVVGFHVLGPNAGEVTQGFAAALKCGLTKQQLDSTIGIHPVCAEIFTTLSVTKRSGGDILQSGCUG
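Rat TrxR1 (90 nM in the dispensed reagent) was pre-reduced with 400 uM NADPH for 5 min at room temperature, then incubated with compound for 15 min. After 400 uM selenite was added, NADPH fluorescence (Ex 340/Em 450 nm) was followed for 8 min.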
D2 antagonist = antagonists of human D2 dopamine receptor | P14416 | HEK293 TREx D2 cells, calcium flux, dopamine EC80 | inhibition, % at 10 µM | hit rate 2% among 340,000 | AID 485344; in the data active means inhibition above about 30%; further: 0% is about no effect
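In this primary screen, negative modulation is detected by tracking calcium flux after an EC80 dopamine challenge in inducible HEK293 T-REx D2 cells preexposed to test compound for 180 s.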
D2 ag = activates the human D2 dopamine receptor. hit rate 0.53% among 340,000. HEK293 T-REx D2 cells, calcium flux agonist mode. P14416. activation, % at 2 µM;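 active means activation over 3 SD above normal in the single-dose calcium agonist read, cut at about 30% in these data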; further: 0% is about no effect
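Agonism is scored from calcium flux in a force-coupled, inducible HEK293 cell line expressing D2, read kinetically for 180 s after compound addition against dopamine controls.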
TRHR enhancer = allosteric enhancers of human TRH receptor. P34981. enhancement, % at 2 µM. hit rate 0.66% among 360,000. TRHR cells, fluo-8 calcium fluorescence, EC20 TRH enhancement; in the data active means enhancement above about 30%; further: 0% is about no effect
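TRHR-expressing cells loaded with fluo-8 calcium dye were read kinetically (ex 480/em 530) during compound addition, then stimulated with an EC20 of TRH (10 nM final). Enhancement of the Gq-mediated intracellular calcium response was scored.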
IDH1 R132H inh = blocks human mutant IDH1 R132H enzyme; hit rate 0.093% among 390,000; IDH1-R132H enzyme, NADPH consumption, diaphorase/resazurin fluorescence; O75874; Potency, µM (series often up to 76.6 µM), inactives show top-dose activity change, negative = inhibition, usual class: inhibitors; further: potency means the concentration at half of the fitted maximal effect; on the % scale 0 is the no-effect control and ±100 the full control effect; nearly all actives have a fitted effect of over 65% in size
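IDH1-R132H (0.5 ug/mL dispensed) in pH 7.5 Tris buffer was preincubated 30 min with compound, then given a substrate mix of 0.016 mM NADPH and 2 mM alpha-KG for 80 min at room temperature; remaining NADPH was read by diaphorase/resazurin fluorescence.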
TrxR1 substrate = is turned over as a substrate by rat TrxR1 | O89049 | purified TrxR1 substrate turnover, NADPH consumption readout | Potency, µM (series often up to 114 µM), without a hit: top-dose activity change, negative = substrate turnover | hit rate 0.01% among 390,000; further: potency means the concentration at half of the fitted maximal effect; on the % scale 0 is the no-effect control and ±100 the full control effect; nearly all actives have a fitted effect of over 50% in size
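Rat TrxR1, dispensed at 90 nM, was prereduced with 400 uM NADPH (final) for 5 min at ~22 deg C, then incubated with compound 15 min before 400 uM selenite. A first-read NADPH fluorescence drop versus no-compound background flagged substrates.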
* = called active by the depositor; ? = inconclusive; nt = not tested or not shown; & = joins results of further samples; [ ] = dose if it differs, or a comment. Unless noted, the call rests on the fitted dose curve; in most records, active means well fitted inhibition curve with a large enough effect; inconclusive means small, poorly fitted or top-dose-only effect; inactive means no such curve, though single readings can be large or run the other way. This is a subset, so the mix of outcomes need not match the whole.

1: CCOC(=O)/C(C#N)=C\C1=C(N2CCOCC2)CC(C)(C)OC1
2: COc1cc(/C=C/C(=O)OCC(=O)Nc2ccc3c(c2)OCO3)ccc1O
3: CN(C(=O)c1cccc(NC(=O)Cc2ccc(NC(=O)C3CCN(C(=O)C4CCC4)CC3)cc2)c1)C1CCCCC1
4: CC12CCC(=O)N1C(C(=O)OCC(=O)Nc1ccc(S(N)(=O)=O)cc1)CS2 (centres undefined)
5: Cc1ccc(OCC(=O)Nc2ccc3nc(SCC(=O)N4CCOCC4)sc3c2)cc1C
6: COc1ccc(NC(=S)N2CCC(NC(=O)c3ccc(F)cc3)CC2)cc1
7: CCOC(=O)C1CCCN(C(=O)CCS(=O)(=O)c2cc3c(cc2Cl)NC(=O)CO3)C1 (centres undefined)
8: Brc1ccc2ncnc(NCc3cccnc3)c2c1

Compound	1	2	3	4	5	6	7	8
TRHR ag	0.5	nt	nt	0.6	0.0	-0.7	0.5	-0.3
Pin1 inhibitor	-2%	6%	-1%	2%	2%	2%	5%	0%
USP1 inh	-15%	-14%	-3%	-11%	-5%	-7%	-3%	-13%
TrxR1 inh	-51%	-21%	10%	5%	16%	-2%[57.1 µM]	16%	37%
D2 antagonist	-4	nt	nt	9	nt	9	nt	1
D2 ag	0.3	nt	nt	2.2	0.2	0.1	1.3	0.1
TRHR enhancer	5	nt	nt	1	2	1	-2	-1
IDH1 R132H inh	20%	-8%	-4%	-3%	6%	-13%	5%	5%
TrxR1 substrate	4%[57.1 µM]	-1%	-6%	-1%	6%	-3%[57.1 µM]	18%[11.4 µM]	6%[57.1 µM]

9: Nc1n[nH]c(N)c1N=Nc1ccc(Cl)cc1Cl
10: O=C(NC1=NCCS1)c1cc(-c2cccs2)nc2ccccc12
11: NC(=O)CC(NC(=O)c1cccc(Br)c1)c1ccc(N2CCC(N3CCCCC3)CC2)c([N+](=O)[O-])c1 (centres undefined)
12: CCc1nc2ccc(C(=O)N3CCN(c4ccccc4F)CC3)cc2nc1CC
13: COc1ccc(C(=O)Nc2cc(C(F)(F)F)ccc2N2CCN(c3ccccc3)CC2)cc1OC
14: O=S(=O)(NCC1CCCO1)c1ccccc1F (centres undefined)
15: COc1cc(Nc2ccccn2)cc(C(=O)Nc2cccc(C(F)(F)F)c2)c1
16: COc1cccc(/C=C/C(=O)NCc2cn3cc(Cl)ccc3n2)c1

Compound	9	10	11	12	13	14	15	16
TRHR ag	0.1	2.7	-0.2	0.8&-0.5	1.4	-0.2	-0.1	0.4
Pin1 inhibitor	-5%	5%	?	1%&2%	1%	2%	-4%	7%
USP1 inh	-11%	-3%	-25%	-26%&-16%	-9%	-18%	-23%&-19%	-2%
TrxR1 inh	3%	25%	13%[57.1 µM]	10%	28%[11.4 µM]	10%	-9%	6%[57.1 µM]
D2 antagonist	1	-11	0	28	nt	0	15	-8
D2 ag	-0.6	1.8	1.0	0.1&-0.2	nt	1.7	-0.6	0.1
TRHR enhancer	5	0	0	-2&-2	-2	5	2	3
IDH1 R132H inh	-3%	-5%	-13%	1%&-4%	-12%	2%	0%&-9%	6%
TrxR1 substrate	-9%	48%[activator]	4%[57.1 µM]	-2%	13%[11.4 µM]	3%	1%	9%[57.1 µM]

17: COc1cccc(-n2c(=S)[nH]c3c(oc4ccccc43)c2=O)c1
18: O=C(CCl)N1CCN(S(=O)(=O)c2ccc3c(c2)CCC3)CC1
19: C=CCNC(=O)/C(=C\c1cccc([N+](=O)[O-])c1)NC(=O)c1ccccc1
20: COc1cc(C(=O)NNC(=S)NC(=O)c2ccc(F)cc2)cc(OC)c1OC
21: CCOc1ccc(N/C=C/C(=O)c2ccc(OC)cc2)c([N+](=O)[O-])c1
22: Cn1cc(S(=O)(=O)N2CCN(c3ccc(F)cc3)CC2)c(=O)n(C)c1=O
23: O=C(N/N=C/c1cccc([N+](=O)[O-])c1)c1cc(-c2ccc3c(c2)OCO3)n[nH]1
24: Cc1ccc(C)c(NC(=O)CSc2cccc3cccnc23)c1

Compound	17	18	19	20	21	22	23	24
TRHR ag	-0.3	0.8	-0.9	-0.2	0.1	0.0	0.2	-0.4
Pin1 inhibitor	-6%	2%	4%	-10%	1%	-2%	?	-6%
USP1 inh	-11%	-16%	3%	-12%	14%	-16%	-7%	-10%
TrxR1 inh	-8%	?	-13%	-31%	13%	8%[57.1 µM]	25%[57.1 µM]	13%[57.1 µM]
D2 antagonist	-1	0	2	-2	6	10	-5	nt
D2 ag	-0.1	-0.6	1.1	-1.1	-0.5	0.3	-0.6	nt
TRHR enhancer	0	3	-1	8	-4	-1	-1	-9
IDH1 R132H inh	-5%	46µM*	1%	-18%	-2%	6%	-7%	9%
TrxR1 substrate	2%	-1%	-11%	-15%	4%	3%[57.1 µM]	2%[57.1 µM]	15%[57.1 µM]

25: COc1ccc(C(=O)C2CCN(C(=S)NCCc3ccccc3)CC2)cc1
26: COc1ccccc1N1CCN(C(=O)CCCn2nc(C)c([N+](=O)[O-])c2C)CC1
27: Cc1cccc(-n2ncc3c(N4CCN(CCO)CC4)ncnc32)c1
28: COc1ccc(CNC(=O)C(=O)NCCC2CCCCN2S(=O)(=O)c2ccc(C)cc2)cc1 (centres undefined)
29: CCOc1cc2[nH]c(=O)n(CCCC(=O)NCc3ccco3)c(=O)c2cc1OCC
30: CCOc1ccc(Oc2c(/C=N/NC(=O)C3CC3)c(C)nn2-c2ccccc2)cc1
31: Cc1ccc(/C=N/Nc2nncc(-c3ccccc3)n2)o1
32: Cc1snc(SCC(=O)c2ccc([N+](=O)[O-])cc2)c1C#N

Compound	25	26	27	28	29	30	31	32
TRHR ag	1.2	-0.6	0.4	0.6	-0.3	-0.2	-1.7	0.1
Pin1 inhibitor	5%	7%	2%	0%	-1%	-3%	3%	-7%
USP1 inh	-25%	-14%	-7%	-6%	-18%	-16%	-15%	-19%
TrxR1 inh	12%	7%	-13%[57.1 µM]	-10%	6%[57.1 µM]	-14%	3%[57.1 µM]	?
D2 antagonist	-5	-9	nt	22	nt	7	51*	-7
D2 ag	0.3	0.1	-0.3	0.0	nt	-1.6	-0.5	0.9
TRHR enhancer	-1	27	-2	0	0	8	4	-7
IDH1 R132H inh	0%	-2%	-13%	10%	2%	-5%	-12%	-8%
TrxR1 substrate	1%	-2%	-31%[57.1 µM]	-6%	21%[57.1 µM]	-11%	4%[57.1 µM]	0%

33: CCCCn1c(N)c(N(CCOC)C(=O)CSc2nc3ccc(C)cc3[nH]2)c(=O)[nH]c1=O
34: CSCc1ccc(C(=O)NC2CC(C)(C)Cc3c2cnn3-c2ccc(F)cc2)o1 (centres undefined)
35: COc1cc2c(cc1OC)C(COc1ccccc1OC)N(C(=O)C(C)C)CC2 (centres undefined)
36: Cc1onc(C(=O)Nc2sc3c(c2C#N)CCCC3)c1[N+](=O)[O-]
37: N#Cc1c(-n2ncnc2-c2ccc(Br)cc2)sc2c1CCCCC2
38: CCN1CCN(C(=O)C2CCN(S(=O)(=O)c3ccc(SC)cc3)CC2)CC1
39: O=C(c1ccncc1)N1N=C(C2CC2)CC1(O)C(F)(F)F (centres undefined)
40: Cc1ccc(CCN2CCN=C2Nc2ccccc2)cc1
41: CC(C)=C1SC(N2CCCCC2)=NC1=O
42: CC(C)(C)c1ccc(S(=O)(=O)N2CCc3nc4ccccc4c(C(=O)O)c3C2)cc1
43: CCc1ccc(CNC(=O)c2ccc(NC(=O)N3CCCCc4ccccc43)cc2)cc1

Compound	33	34	35	36	37	38	39	40	41	42	43
TRHR ag	-0.1	-1.3	-0.6	-0.5	0.5	0.2	1.1	3.2	0.2	0.3	-0.2
Pin1 inhibitor	1%	0%	2%	-16%	-16%	3%	-1%	2%	-8%	-14%	1%
USP1 inh	-12%	?	-3%	-19%	-11%	-7%	-15%	-6%	2%	-23%	-17%
TrxR1 inh	3%[57.1 µM]	?	10%[57.1 µM]	16µM*	-1%	23%	12%[57.1 µM]	-3%	7%[57.1 µM]	8%	9%[57.1 µM]
D2 antagonist	7	11	3	-3	nt	20	4	4	-1	-27	nt
D2 ag	0.1	0.2	-0.3	37*	20	-0.8	0.1	6.4	0.9	0.7	0.2
TRHR enhancer	-2	1	-4	-1	3	-7	1	0	3	2	10
IDH1 R132H inh	-14%	-8%	10%	0%	20%	-5%	-5%	0%	-3%	-2%	-6%
TrxR1 substrate	10%[57.1 µM]	-2%	2%[57.1 µM]	-3%	0%	-4%[0.0914 µM]	8%[57.1 µM]	-6%	7%[57.1 µM]	0%	0%[57.1 µM]

Arranged by the number under TRHR enhancer (low to high): 3 from the list above
entry	compound	TRHR ag	Pin1 inhibitor	USP1 inh	TrxR1 inh	D2 antagonist	TRHR enhancer	IDH1 R132H inh	TrxR1 substrate
35	COc1cc2c(cc1OC)C(COc1ccccc1OC)N(C(=O)C(C)C)CC2 (centres undefined)	-0.6	2%	-3%	10%[57.1 µM]	3	-4	10%	2%[57.1 µM]
33	CCCCn1c(N)c(N(CCOC)C(=O)CSc2nc3ccc(C)cc3[nH]2)c(=O)[nH]c1=O	-0.1	1%	-12%	3%[57.1 µM]	7	-2	-14%	10%[57.1 µM]
39	O=C(c1ccncc1)N1N=C(C2CC2)CC1(O)C(F)(F)F (centres undefined)	1.1	-1%	-15%	12%[57.1 µM]	4	1	-5%	8%[57.1 µM]
